Source: PubChem BioAssay (several laboratories)
Cl transport mod: modulators of human KCC2 chloride dependent transport; Q9H2X9; KCC2 cells, thallium flux FluoZin-2 fluorescence; B-score of Tl+ flux slope (higher = more flux/activation; lower = inhibition) at 10 µM; 190,000 compounds, 2.2% hits;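 active = thallium flux slope and its plate-corrected score both differing from the plate sample mean at a set confidence after two filtering rounds, in either direction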;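 note: slope of fluorescence scaled to starting intensity during 10 to 20 s after thallium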
FXIa inh 1536: blocks human coagulation factor XIa protease activity. AID 798. inhibition, % at 5 µM. purified FXIa, Boc-Glu-Ala-Arg-AMC fluorogenic substrate. 220,000 compounds, 0.14% hits. P03951;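 active = inhibition of at least 40%; inactive = inhibition below 40%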;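 note: fluorescence of freed AMC excited at 355 nm; 0% = enzyme without compound and 100% = no enzyme blank; many of its hits are not listed in these tables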
Furin inh: human furin inhibition | inhibition, % at 30 µM | P09958 | 220,000 compounds, 0.061% hits | purified furin, fluorogenic substrate cleavage; in the data active = inhibition above about 25%; note: inactives centre near -15
Target sequence (P09958 108-714 limits assumed): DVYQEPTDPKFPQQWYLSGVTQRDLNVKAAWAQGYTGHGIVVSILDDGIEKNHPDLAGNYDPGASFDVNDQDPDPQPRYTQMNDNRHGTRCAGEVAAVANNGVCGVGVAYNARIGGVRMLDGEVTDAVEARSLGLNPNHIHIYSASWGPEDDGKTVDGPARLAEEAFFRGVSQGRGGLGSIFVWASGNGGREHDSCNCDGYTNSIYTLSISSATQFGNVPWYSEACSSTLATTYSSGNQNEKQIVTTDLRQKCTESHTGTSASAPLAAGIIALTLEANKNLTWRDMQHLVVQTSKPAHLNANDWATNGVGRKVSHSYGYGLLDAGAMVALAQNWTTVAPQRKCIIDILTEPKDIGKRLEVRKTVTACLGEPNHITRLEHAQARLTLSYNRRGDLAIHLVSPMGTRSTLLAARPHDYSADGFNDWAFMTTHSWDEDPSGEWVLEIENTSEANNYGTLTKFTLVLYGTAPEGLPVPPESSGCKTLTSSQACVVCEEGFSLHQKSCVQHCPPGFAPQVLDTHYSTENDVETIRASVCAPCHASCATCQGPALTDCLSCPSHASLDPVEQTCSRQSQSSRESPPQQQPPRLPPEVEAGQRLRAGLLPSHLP
p97 ATPase inh: human p97 ATPase inhibition; recombinant p97 ATPase, Kinase-Glo ATP luminescence, 3 h; inhibition, % at 8 µM; 220,000 compounds, 0.42% hits; AID 1481; in the data active = inhibition above about 15%;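 note: 0% = DMSO vehicle and 100% = wells lacking enzyme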
PERK inhibitor: blocks human PERK kinase; CHO PERK-DD fusion, SEAP luminescence translation reporter; AID 1416; 220,000 compounds, 0.17% hits; inhibition, % at 5.6 µM;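 active = inhibition above the mean inhibition of all tested compounds plus 3 SD, set separately per screening campaign, cut at about 2.9% in these data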;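 note: PERK kinase domain activated by AP20187 dimerizer at 100 nM; 0% = DMSO with dimerizer and 100% = rapamycin at 8.4 µM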
Wee1 degr inh: inhibitors of human Wee1 degradation. reporter increase, % at 5 µM. P30291. 220,000 compounds, 1.2% hits. HeLa Luc-Wee1K328M stability, luciferase luminescence; 100% = proteasome inhibitor MG132 effect;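 active = activation above the mean of all tested compounds plus 3 SD, set per screening run, cut at about 8.8% in these data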;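 note: cells exposed to compound for 20 h before luminescence read; 0% = DMSO alone and 100% = MG132 at 30 µM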
FXIIa inh: inhibitors of human coagulation factor XIIa; P00748; purified FXIIa, Boc-QGR-AMC fluorogenic substrate, 2 h; inhibition, % at 5 µM; 220,000 compounds, 0.3% hits; in the data active = inhibition above about 40%;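 note: 0% = enzyme with no compound and 100% = blank without enzyme; many of its hits are not listed in these tables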
hK5 inh: kallikrein 5 (human) inhibition. 210,000 compounds, 0.59% hits. inhibition, % at 5 µM. AID 873. recombinant hK5, fluorogenic AMC substrate cleavage;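 active = inhibition of 40% or more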;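 note: 0% = enzyme controls without compound and 100% = no-enzyme blanks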
Target sequence (Q9Y337 67-293 limits assumed): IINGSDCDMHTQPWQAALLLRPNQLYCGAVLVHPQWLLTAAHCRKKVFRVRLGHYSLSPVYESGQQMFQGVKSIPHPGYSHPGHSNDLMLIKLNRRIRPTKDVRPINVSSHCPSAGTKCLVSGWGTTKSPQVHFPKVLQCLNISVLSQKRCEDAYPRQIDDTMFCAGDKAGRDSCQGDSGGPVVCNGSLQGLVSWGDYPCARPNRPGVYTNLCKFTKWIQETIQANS
Thrombin inh: blocks human thrombin protease activity. P00734. alpha-thrombin, Boc-VPR-AMC fluorogenic substrate cleavage. inhibition, % at 5 µM. 220,000 compounds, 0.26% hits;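 active = inhibition at or above 40%; inactive = inhibition below 40%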;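 note: 0% = enzyme with no compound and 100% = wells without enzyme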
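Assay system: human alpha-thrombin enzyme. Reagent: Boc-VPR-AMC substrate, 15 µM final. Compound dosing: one concentration per compound, 5 µM, with 0.2% DMSO. Incubation: room-temperature reaction. Technique: AMC fluorescence, 355/460 nm. Measure: % inhibition relative to enzyme controls and enzyme-free blanks.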
* hit, by the source's call; . = not tested or not shown; & = joins results of further samples; [ ] = remark or other dose.

Cl transport mod	FXIa inh 1536	Furin inh	p97 ATPase inh	PERK inhibitor	Wee1 degr inh	FXIIa inh	hK5 inh	Thrombin inh	compound
-0.033	0	-15[20 µM]	2	0.6	2	9	-8	0	O=C(NCc1n[nH]c(=S)n1-c1ccc(F)cc1)c1ccc(S(=O)(=O)N2CCCC2)cc1
0.65	5	-5[20 µM]	1	-1.0	-2	9	-11	-1	Cc1ccc(C(=O)Nc2cccnc2)cc1NC(=O)c1ccco1
-0.13	-14	-15	2	1.1	-1	7	-21	-3	COc1ccc(C2C(C(=O)NCCN(C)C)c3cc(OC)c(OC)cc3C(=O)N2C)cc1OC (stereo not drawn)
1.6	-3	-23	5	0.6	-4	3	2	-10	O=C(/C=C/c1ccccc1)N/C(=C/c1ccccc1)C(=O)Nc1cccc(C(=O)O)c1
0.31	-5	-9	5	0.2	-2	-5	-19	-5	CC1CCCCN1S(=O)(=O)c1ccc(C(=O)Nc2ccccc2-c2nc3ccccc3s2)cc1 (stereo not drawn)
.	-2	-25	7	0.3	5	4	0	-15	CCn1cc(C(=O)Nc2ccc(C)cc2C)c(=O)c2ccc(C)nc21
1.1	9	-14[20 µM]	-6	-0.1	-1	16	-8	3	CCCCC(C(=O)OCC(=O)c1ccc(OC)cc1)N1C(=O)c2ccccc2C1=O (stereo not drawn)
-0.29	2	-11[20 µM]	-4	0.4	0	-2	4	-2	CCOc1cc(C(=O)Nc2cnccn2)cc(OCC)c1OCC
-0.81	-1	-15	4	0.2	0	9	1	-3	Cc1cccc(OCc2nnc(SCC(=O)O)n2Cc2ccccc2)c1
0.26	4	-24	9	0.4	0	10	-6	-2	Cc1cc(C)c(C#N)c(SCc2ccccc2C)n1
0.77	-3	-20	1	0.4	2	6	-9	4	COc1ccc(C(O)c2nccc3cc(OC)c(OC)cc23)cc1OC (stereo not drawn)
-0.91	2	-14	0	-0.2	1	7	-38	0	COc1ccc(C)cc1N1C(=N)/C(=C2/Nc3ccccc3S2)C(c2ccccc2)C1=O (stereo not drawn)
.	5	-7[20 µM]	2	-1.4	1	16	13	4	CC(NC(=O)c1ccco1)C(=O)N1CCc2ccccc2C1 (stereo not drawn)
.	-1	-6	-10	0.2	-2	4	-3	-3	Cc1cc(C)c(C(=O)Cn2nc(C(=O)O)c3ccccc3c2=O)cc1C
0.51	-2	-2[20 µM]	-9	0.5	-1	9	-6	2	CCOc1ccc(S(=O)(=O)NCCC2=CCCCC2)c2ccccc12
0.027	0	-29	1	0.2	2	7	.	-2	COc1ccc(CCNC(=S)NCc2cccs2)cc1OC
.	-8	-11	0	0.5	2	-17	-2	-10	N#CCCn1c(SCC(=O)NCC2CCCO2)nc2ccccc21 (stereo not drawn)
0.52	0	-6	-1	1.2	-2	5	.	-4	COc1ccc(N2C(=O)/C(=C/N(C)C)NC2=S)cc1
0.52	4	4	4	1.5	-2	8	-16	0	CCC(C(=O)Nc1ccccc1)c1ccccc1 (stereo not drawn)
-0.56	3	-19	5	0.9	1	9	-14	-15	O=C(NCC1OCCc2ccccc21)c1ccc(NC(=O)c2ccc(Cl)cc2Cl)cc1 (stereo not drawn)
0.17	-3	-22	0	1.2	0	14	-5	2	CC(=O)Nc1ccc(NC(=O)CN2CCCC(C)C2)c(Cl)c1 (stereo not drawn)
.	1	-8	7	-0.8	0	-2	-6	-10	O=C1c2ccccc2C(=O)N1CCOCCN1C(=O)c2ccccc2C1=O
-1.4	-4	-11	5	0.8	-2	0	-7	-7	O=C(CSc1nc2ccccc2c(=O)[nH]1)c1ccc(O)cc1O
.	3	0	-5	-0.5	-5	7	2	-8	CC1(C)CC(NC(=O)COc2ccccc2Cl)CC(C)(C)N1
.	5	-6	2	0.3	8	17	4	6	CCOc1ccc2noc3c2c1C(=O)c1ccccc1-3
0.077&0.33&0.0077	1&-6&12	-41&-13&-9	6&4&0	1.6&1.6&1.0	-1&2&-3	7&0&5	6&-12&10	-10&-1&-6	Nc1ccc(C(=O)O)c(O)c1
-0.17	0	-31	0	0.0	-2	13	.	1	Cc1nccn1CCCNCc1c(C(=O)N2CCCCCCC2)nc2ccc(Cl)cn12
-2.6	8	-20	2	0.4	3	15	-13	-6	Cc1cccc(-c2nnc(SCCC(=O)N3CCOCC3)o2)c1
-0.84	18	-21	0	-0.6	-1	17	-1	-3	Cc1nn(Cc2ccccc2)c(C)c1C(=O)OCC(=O)c1cc(C)n(C2CC2)c1C
0.6	-5	-15	3	0.1	-2	-2	-6	4	CC(C)COC(=O)C(C)Nc1n[nH]c(=S)[nH]c1=O (stereo not drawn)
0.0062	-6	-16	4	-0.1	2	-10	-5	4	COc1ccccc1CNCc1cc(OC)c(OC)cc1OC
-0.51	-3	-6[20 µM]	1	0.3	0	-2	-4	3	Cc1c(Cl)cccc1N(CC(=O)O)S(C)(=O)=O
-3.3	-4	-9	-5	-0.4	4	4	-7	-4	Cc1ccc(C)n1-c1cccc(NC(=O)c2ccccc2)c1
-0.55	4	-3	3	-0.8	0	9	6	3	Cc1nn(-c2ccccc2)c(Cl)c1/C=N/NC(=O)c1ccccc1F
0.18	-2	-25	-1	-0.3	-2	6	-1	-4	O=C(Nc1ccccc1N1CCOCC1)c1cccc(NS(=O)(=O)c2ccc(F)c(F)c2)c1
0.015	32	-6	-3	0.3	1	.	18	5	COCC(C)NC(=O)c1ccc(CN2CCc3ccccc3C2)cc1 (stereo not drawn)
-1.2	6	-15	9	2.1	0	15	10	5	O=C(O)c1ccc(/C=C(\c2nc3ccccc3[nH]2)c2nc3ccccc3s2)cc1
-1.1	7	-24	-1	-0.1	4	12	1	0	CN(Cc1ccccc1)c1nc2c(c(=O)n(C)c(=O)n2C)n1CCSc1ncccn1
-0.026	-4	-11[20 µM]	-1	-0.9	3	9	0	-1	CCCCn1nnnc1SCC(=O)Nc1ccc(N(C)C)cc1
0.8	-2	-35	8	0.5	0	3	-1	-7	CCOC(=O)c1ccc(NC(=O)CSc2nc3sc(C(=O)O)c(C)c3c(=O)[nH]2)cc1

Compound profiles, as listed above:
`Cc1ccc(C)n1-c1cccc(NC(=O)c2ccccc2)c1` reads Cl transport mod = -3.3; FXIa inh 1536 = -4; Furin inh = -9; p97 ATPase inh = -5; PERK inhibitor = -0.4; Wee1 degr inh = 4; FXIIa inh = 4; hK5 inh = -7; Thrombin inh = -4
`COc1ccccc1CNCc1cc(OC)c(OC)cc1OC` reads Cl transport mod = 0.0062; FXIa inh 1536 = -6; Furin inh = -16; p97 ATPase inh = 4; PERK inhibitor = -0.1; Wee1 degr inh = 2; FXIIa inh = -10; hK5 inh = -5; Thrombin inh = 4

Next section:
Cl transport mod	FXIa inh 1536	Furin inh	p97 ATPase inh	PERK inhibitor	Wee1 degr inh	FXIIa inh	hK5 inh	Thrombin inh	compound
-0.24	5	-22	.	.	.	8	7	5	NC(=O)CC(NC(=O)Cc1cccc2ccccc12)c1ccc(NCCc2ccc(F)cc2)c([N+](=O)[O-])c1 (stereo not drawn)
-0.074	-12	-22	-1	1.1	3	15	4	1	O=C(OCC(=O)c1cccs1)c1ccccc1
1	-7	4[20 µM]	3	1.4	5	0	-5	-8	CC1CCCC(C)N1NC(=O)c1ccc(Cl)c(S(N)(=O)=O)c1 (stereo not drawn)
.	5	-12[20 µM]	-1	-2.3	-3	9	-21	0	COc1ccc(C(=O)c2ccccc2)c2c(O)ccc(C(=O)c3ccccc3)c12
0.15	-6	-9[20 µM]	1	-0.7	-1	6	4	-6	Cn1c(SCC(=O)N2c3ccccc3Sc3ccccc32)nnc1-c1ccco1
-1	-6	-22[20 µM]	2	0.1	-1	-3	6	-4	CCCOc1nnnn1-c1ccccc1
-0.76	-2	-24	3	1.0	2	4	-5	2	CC(C)(C)c1ccc(NC(=O)Nc2ccc(OCC(=O)N3CCOCC3)cc2)cc1
0.028	5	-33	1	0.4	-3	16	-17	-6	N#Cc1ccc(COC(=O)CSc2nnc(C3CCCCC3)n2N)cc1
-0.93	0	-18	2	0.6	-2	2	-6	-4	CCOC(=O)C1=C(O)CSC1=Nc1ccc(Cl)cc1
4.4*	-2	-8	-4	-0.3	3	10	2	4	Cc1cc(C(=O)Nc2nc3c(s2)CCCC3)no1
0.35	-8	-22	0	0.5	-1	10	-8	0	N#Cc1cnn(CC2CCCCC2)c1N
0.67	4	-12	1	-0.5	2	12	-2	-3	CCOC(=O)c1ccc2ncc(C(=O)OCC)c(Nc3ccc(N4CCOCC4)cc3)c2c1
-0.85	-12	-1[20 µM]	11	-1.2	0	-9	1	5	Cc1ccc(C2CC(c3cccs3)n3nc(N)nc3N2)cc1 (stereo not drawn)
.	-6	-12	0	0.3	0	-12	0	1	O=C1c2ccccc2S(=O)(=O)N1CC(O)COc1ccc(Br)cc1 (stereo not drawn)
-0.41	-4	-14[20 µM]	3	0.1	-1	0	2	-2	CCCn1c(NCCO)nc2ccccc21
-1.3	0	-22	5	0.8	-1	6	-1	-1	COc1ccc(C(=O)C(Sc2nnc(C)c(=O)[nH]2)c2ccc(OC)cc2)cc1 (stereo not drawn)
-0.028	0	-38	5	1.0	-1	6	3	-3	O=C(C1=C[C@@H](C2CC2)C[C@@H](OCCCCO)O1)N1CCN(Cc2ccccc2)CC1
0.45	-7	-21	2	-1.1	-3	4	-18	4	O=C(O)CN1C(=O)CC(Cc2ccccc2)C1=O (stereo not drawn)
-0.055	-2	-26	1	1.5	-2	-3	6	2	COc1ccc(C(=O)Oc2ccc(C(C)=O)cc2)c(OC)c1
0.99	1	-32	.	.	.	7	2	-1	CC(C)CCNC(=O)C1CC(c2ccccc2C(F)(F)F)=NO1 (stereo not drawn)
-0.28	3	-16	6	0.2	-2	-1	-11	-4	Cc1nnsc1-c1nnc(SCC(=O)c2ccccc2)n1C1CC1
0.037	2	-20	1	-0.4	3	9	6	-7	CCCS(=O)(=O)c1nc(S(=O)(=O)c2ccc(C)cc2)c(NCc2ccccn2)s1
-0.98	-6	-23	1	0.1	1	5	-12	-19	O=C(Nc1nccs1)c1ccc(-c2ccc(Cl)cc2Cl)o1
